High-throughput results from PubChem BioAssay.
EPAC1 antagonist: antagonists of human EPAC1; O95398; EPAC1 GEF assay, Rap1b-BODIPY-GDP exchange fluorescence; Potency, µM (titrated, usually from 115 µM), inactives show at the highest dose activity change, negative = inhibition, usual class: inhibitors; 360,000 compounds, 0.14% hits;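 also: potency is read from the fitted curve at half-maximal effect; plate controls were vehicle for no effect and positive control for full effect; nearly all actives have a fitted effect of over 50% in size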
Target sequence (O95398 whole entry, looked up): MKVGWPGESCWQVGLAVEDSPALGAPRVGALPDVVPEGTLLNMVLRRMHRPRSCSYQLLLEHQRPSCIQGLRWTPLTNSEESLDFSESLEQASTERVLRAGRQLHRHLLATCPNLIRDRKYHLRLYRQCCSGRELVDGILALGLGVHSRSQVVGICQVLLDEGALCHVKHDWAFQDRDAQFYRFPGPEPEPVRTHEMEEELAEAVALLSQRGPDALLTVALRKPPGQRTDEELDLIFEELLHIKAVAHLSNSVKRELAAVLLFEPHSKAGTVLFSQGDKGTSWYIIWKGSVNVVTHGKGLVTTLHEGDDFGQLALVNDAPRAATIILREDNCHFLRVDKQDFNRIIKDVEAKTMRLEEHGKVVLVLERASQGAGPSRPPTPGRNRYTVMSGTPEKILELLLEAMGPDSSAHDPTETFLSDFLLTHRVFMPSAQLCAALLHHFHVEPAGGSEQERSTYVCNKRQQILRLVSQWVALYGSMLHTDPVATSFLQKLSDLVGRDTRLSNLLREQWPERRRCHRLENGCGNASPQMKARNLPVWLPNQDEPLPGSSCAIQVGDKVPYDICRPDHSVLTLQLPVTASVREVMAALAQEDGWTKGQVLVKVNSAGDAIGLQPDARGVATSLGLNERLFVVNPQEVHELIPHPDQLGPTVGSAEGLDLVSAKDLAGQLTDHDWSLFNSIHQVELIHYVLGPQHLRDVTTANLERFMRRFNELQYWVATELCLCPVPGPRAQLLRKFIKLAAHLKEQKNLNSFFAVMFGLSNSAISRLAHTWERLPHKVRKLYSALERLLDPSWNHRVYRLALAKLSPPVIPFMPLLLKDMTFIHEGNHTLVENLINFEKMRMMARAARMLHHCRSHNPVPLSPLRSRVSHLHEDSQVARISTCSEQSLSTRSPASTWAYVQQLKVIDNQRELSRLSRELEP
GLP-1R inv ag: acts as inverse agonist at human GLP-1 receptor; HEK293 GLP-1R CRE-luciferase, luminescence, 24 h; GLP-1R form is constitutively active; 410,000 compounds, 1.6% hits; Potency, µM (doses to about 38.3 µM), for inactives: at the top dose activity change, negative = inhibition, most hits filed as inhibitors; P43220; also: potency is read from the fitted curve at half-maximal effect; % is scaled to controls: 0 for no effect and ±100 for the full control effect; nearly all actives have a fitted effect of over 55% in size
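Cells are plated, allowed 12 hours at 37 deg C, then treated with compounds for 24 hr before luciferase detection reagent is added and luminescence is read after 12 min at room temperature. The HEK293 line carries constitutively active GLP-1R with a cAMP-responsive reporter.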
PI5P4K alpha inh: inhibitors of human PI5P4K alpha; P48426; PI5P4Kalpha enzyme, ADP-Glo luminescence, 60 min; stronger effect = lower value; max response, %; 330,000 compounds, 1.2% hits; AID 652105; active = max response of -50% or lower; inconclusive = between -30% and -50%; inactive = -30% or higher; also: value at the top dose of about 77 µM; % is scaled to controls: 0 for no effect and ±100 for the full control effect
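ADP-Glo luminescence end-point read after a 60 min room-temperature kinase reaction of PI5P4Kalpha plus substrate, initiated with ATP at 5 microM final. Buffer: 0.038 M HEPES pH 7.4, EGTA, 0.1% CHAPS, 5% DMSO.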
IL-2 act: activators of IL-2; IL-2 activation reporter assay, cell-based qHTS; stimulated with anti-CD3/CD4/CD28 beads; in transgenic mouse T cells; activation, % (series mostly up to about 46 µM); 360,000 compounds, 0.065% hits; in the data active = activation above about 50%; inconclusive = mostly about 30% to 49%; also: 0% is about no effect
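Using fluorescent plate cytometry, EGFP and DsRed are detected in transgenic mouse T cells stimulated 18 h at 37 degrees C with antibody-coated beads after 60 min compound pretreatment.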
EPAC1 agonist: EPAC1 (human) agonism; 360,000 compounds, 0.073% hits; Potency, µM (doses to about 154 µM), for the others: top-dose activation, usual class: activators; EPAC1 agonist qHTS, biochemical assay; response scale: 100% = response to 6.5 mM cAMP; O95398; also: potency is read from the fitted curve at half-maximal effect; nearly all actives have a fitted effect of over 60% in size
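Normalized to 6.5 mM cAMP, activity reflects EPAC1-catalysed release of BODIPY-GDP from Rap1B, followed kinetically over 30 min at 480 nm excitation, 540 nm emission. Reaction contained 100 nM EPAC1, 250 nM Rap1B-BODIPY-GDP, 50 uM GDP.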
GLP1R cytotox: cytotoxic in the GLP-1 receptor inverse agonist counter-screen. AID 624418. Potency, µM (doses to about 38.3 µM), inactives show at the highest dose activity change, negative = inhibition, actives largely listed as inhibitors. 410,000 compounds, 0.13% hits. HEK293 cAMP-luciferase reporter cells, luminescence, 24 h;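 also: loss of luciferase light is scored as toxicity; potency is read from the fitted curve at half-maximal effect; % is scaled to controls: 0 for no effect and ±100 for the full control effect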
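Step one: seed cells (200 cells/uL, DMEM with 10% Nu serum, 1% pen-strep). Step two: 12-hour incubation at 37 deg C. Step three: pin 23 nL compound, incubate 24 hr. Step four: add luciferase reagent, read luminescence 12 min later.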
GLP-1R agonist: activates the human GLP-1 receptor | P43220 | HEK293 GLP-1R CRE-luciferase, luminescence, 4-6 h; cells express a hypersensitive GLP-1R form | Potency, µM (doses to about 45.6 µM), inactives show top-dose activation, actives largely listed as activators | 380,000 compounds, 0.007% hits; also: potency is read from the fitted curve at half-maximal effect; % of control where 0% means no effect
PTHR1 agonist: agonists of human PTHR1 parathyroid hormone receptor; HEK293 GP2 PTHR1 cells, GloSensor cAMP luminescence, 1 h; Potency, µM (highest dose often 115 µM), for the others: top-dose activation, actives largely listed as activators; Q03431; 410,000 compounds, 0.075% hits; also: potency is read from the fitted curve at half-maximal effect; nearly all actives have a fitted effect of over 55% in size; some results filed as inactive show a strong effect at the top dose; inactives centre near -15; many of its hits are not listed in these tables
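HEK-293-derived GP2 cells expressing PTHR1 and a GloSensor cAMP reporter, 3,000/well, plated overnight, given luciferin plus IBMX (each 0.5 mM as added) for 1 h at 37 °C, then compound for 1 h at 37 °C. Luminescence was read after 15 min at room temperature.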
PLK1 PBD block: PLK1 (human) polo-box domain binding inhibition; Plk1 PBD binding of FITC phosphopeptide, fluorescence polarization; Potency, µM, for inactives: max response, negative = inhibition, usual class: inhibitors; 360,000 compounds, 2.8% hits; P53350; also: potency is read from the fitted curve at half-maximal effect; series mostly up to about 57 µM; % is scaled to controls: 0 for no effect and ±100 for the full control effect; nearly all actives have a fitted effect of over 65% in size
The depositor's hits bear a star; i = inactive; ? = inconclusive; / = not tested or not shown; [ ] = dose if it differs, or a comment. Unless noted, calls follow the shape of the dose curve; as a rule, active = well fitted curve in the direction sought with a large enough effect; inconclusive = small, poorly fitted or top-dose-only effect, or another doubt; inactive = no such curve, though single readings can be large; an effect the other way counts as inactive or inconclusive.

Order of values – EPAC1 antagonist, GLP-1R inv ag, PI5P4K alpha inh, IL-2 act, EPAC1 agonist, GLP1R cytotox, GLP-1R agonist, PTHR1 agonist, PLK1 PBD block
COC(=O)Nc1cc(C(=O)c2ccc(Cl)cc2Cl)c[nH]1
  18%, -6%, -3, 1.2, 3%, -16%, -2%, i, -11%
CC(=O)c1ccc(NC(=O)/C(C#N)=C/c2ccncc2)cc1
  -1%, 10%, -23, -1.7, 3%, 0%, -4%, i, ?
CC(=O)NCCc1nc2ccccc2n1CCOc1ccccc1
  -7%, -18%, 1, -1.6, 10%, 3%, 11%, -9%, 24µM*
Cc1ccc(OS(=O)(=O)c2c(C)nn(C)c2Cl)c(C)c1
  -16%, -26%, -1, -3.2, -9%, -2%, 15%, -16%, -1%
C=CCSc1ncc(-c2ccccc2)cn1
  -9%, 16%, 5, 1.8, -7%, -3%, 10%, -1%, -1%
Cc1cc([N+](=O)[O-])nn1CCCC(=O)NC(C)c1ccccc1 (stereo not drawn)
  -2%, 2%, -2, 0.8, 4%, 4%, 4%, -34%[inhibitor], -1%
Cc1ccccc1C(=O)N1CCC(C(=O)Nc2ccc(F)cc2)CC1
  16%, -27%, 1, -1.7, -4%, -19%, -3%, i, 0%
O=C(O)CCCC(=O)NNc1ncnc2ccccc12
  1%, 13%, 11, 0.0, -11%, 14%, -8%, i, 2%
COC(=O)c1sc(N2C(=O)c3oc4ccccc4c(=O)c3C2c2cccs2)nc1C (stereo not drawn)
  -14%, 2%, -9, -0.3, 18%, 1%, -31%, i, -7%
CN(C)S(=O)(=O)c1ccc(C(=O)NCc2nnc(SCC(=O)N3CCCC3)o2)cc1
  -5%, 8%, -8, 1.2, 2%, 2%, 4%, 8%, -7%
O=C(O)C1CCCCC1C(=O)NCc1cn2ccccc2n1 (stereo not drawn)
  1%, -5%, 2, -2.3, -1%, 0%, -3%, i, 2%
CCOC(=O)c1cccc(NC(=O)CNC(=O)C2CCCCC2)c1
  -10%, 1%, /, 4.3, 1%, 19%, 1%, i, -9%
CN=C(Nc1ccc2c(c1)OCO2)SC1CC(=O)N(c2ccccc2)C1=O (stereo not drawn)
  -17%, -4%, /, -2.5, 12%, 4%, 15%, -23%[57.5 µM], -9%
COc1ccc(-c2c(-c3ccccc3OC)oc3ccccc23)cc1F
  -9%, ?, 15, 2.5, 5%, -7%, -4%, -11%, 4%
O=C(NC1CCN(Cc2ccccc2)CC1)c1cc(S(=O)(=O)N2CCOCC2)ccc1Cl
  -23%, -27%, 5, 0.2, 4%, -2%, -3%, -9%, -13%
Oc1ccc(N2CCN(C(c3cccs3)c3nnnn3CCc3ccccc3)CC2)cc1 (stereo not drawn)
  -20%, ?, -15, -0.3, 8%, -18%, -8%, -4%[57.5 µM], -5%
CC(=O)OC(C(=O)NCc1ccco1)c1ccncc1 (stereo not drawn)
  9%, 7%, 5, 1.2, 2%, -3%, 7%, -1%[57.5 µM], -5%
COc1ccc(C)cc1NC(=O)C(Sc1nnc(-c2ccncc2)n1-c1ccc(Cl)cc1)c1ccccc1 (stereo not drawn)
  ?, ?, 3, -2.6, 5%, 0%, 2%, 28%, -13%
COc1cccc(OC)c1C(=O)Nc1c(C(=O)N2CCN(C)CC2)oc2ccccc12
  -7%, 13%, -3, 0.4, -13%, 4%, 9%, i, 6%
Cc1cccc(OCc2nnc(SCC(=O)N(C)C3CCCCC3)o2)c1
  -24%, ?, 12, -1.4, 4%, -11%, 14%, -12%, -10%
Oc1ccccc1CNCc1ccccc1
  -12%, ?, 0, -1.9, 3%, -7%, 0%, i, -10%
CCN1CCN(Cc2coc3ccc(C)cc3c2=O)CC1
  -8%, -7%, /, -1.4, 5%, ?, -1%, 24%[57.5 µM], -11%
COc1cc2c(c(O)c1OC)C(=O)C(OC)CCC2 (stereo not drawn)
  -24%, 22%, -7, -0.8, 6%, 1%, 0%, 2%[57.5 µM], -6%
COC(=O)c1ccc(COc2ncnc3ccccc23)o1
  5%, 7%, 0, -1.7, -4%, 21%, 6%, i, 1%
O=C(O)c1ccc(Cn2cnc3c(=S)nc[nH]c32)cc1
  5%, 6%, -25, -0.1, -1%, 4%, 0%, i, -18%
Cc1ccc(CNC(=O)C2CCCN(c3nc(C)cc(C)n3)C2)cc1 (stereo not drawn)
  -1%, -15%, -10, 0.7, 3%, 9%, -5%, -15%, 2%
CC1(c2ccc(OCC(N)=O)cc2)NC(=O)NC1=O (stereo not drawn)
  -23%, 0%, -1, 0.6, 6%, 0%, 4%, i, -18%
CCCCn1c(=NC(=O)c2ccc3c(c2)OCO3)c(C#N)cc2c(=O)n3cccc(C)c3nc21
  9%, 109%[activator], -12, 0.4, 1%, 75%[activator], -3%, -2%, -6%
Nc1ccc2c(c1)C(=Cc1cccnc1)c1ccccc1-2
  -16%, -12%, 7, -0.2, 3%, -2%, 7%, -25%, -8%
CCCCn1c(N)c(N(CC(C)C)C(=O)COC(=O)Cc2c(C)nc3ccccc3c2C)c(=O)[nH]c1=O
  -7%, 43%[activator], 4, 0.5, 24%, -2%, 10%, 13%, 0%
CCOc1ccc(C2C(C(N)=O)=C(C)Nc3nc(SCc4ccccc4)nn32)cc1 (stereo not drawn)
  /, 9%, /, /, /, -4%, -1%, -5%, /
C[C@H](c1ccccc1)N1C[C@H](COCc2ccccc2)Oc2cc(N3CCC[C@H]3CO)ccc2S1(=O)=O
  -13%, -12%, 2, -0.3, 6%, -3%, -4%, -37%[inhibitor], 2%
COc1cc(CCNC(=O)CCCn2c(=O)c3cccn3c3cccnc32)cc(OC)c1OC
  -30%, 76%[activator], -1, -0.2, 7%, -4%, 16%, -5%, 3%
Cc1ccc(S(=O)(=O)N2CC3C(=O)C[C@@H](c4ccccc4)N(S(=O)(=O)c4cccc(Cl)c4)C3CC2c2ccccc2)cc1 (stereo partly drawn)
  -3%, ?, -7, 0.0, -20%, 2%, /, -21%, -2%
CCOc1ccc(NS(=O)(=O)c2ccc(OC)c(NC(=O)c3ccc4c(c3)OCCO4)c2)cc1
  -29%, -2%, -5, -0.2, -1%, 7%, 19%, -10%, -8%
NCCCCCC(=O)Nc1ccncc1
  4%, -10%, 6, -0.1, 0%, -3%, -1%, -10%, -6%
Cc1ccc(Cl)cc1NC(=S)N(Cc1cccnc1)Cc1ccccc1Cl
  -18%, 5%[7.66 µM], 8, 1.1, 11%, 6%[7.66 µM], -1%, -25%, -23%
COc1cc(/C=C/CO)cc(OC)c1OC/C=C(\C)CCC=C(C)C
  -22%, ?, 12, -1.9, -23%, 0%, 5%, i, 1%
COCC1CCN(C(=O)c2cc(COc3ccccc3SC)on2)C1 (stereo not drawn)
  -23%, -20%, 1, -2.3, -12%, 0%, -6%, -33%[inhibitor], -2%
O=C(Cn1nnc(-c2cccc(C(F)(F)F)c2)n1)NC1CCCC1
  4%, -16%, 14, 0.8, 2%, 2%, -13%, i, -4%
Cc1cc(C)c(C)c(S(=O)(=O)Nc2ccccc2C(=O)O)c1C
  -16%, ?, 6, 0.2, 10%, 4%, 0%, -19%, -13%
O=C(NC(=O)c1ccccc1)OCC(F)(F)F
  5%, 3%, -4, 1.9, 0%, -7%, -7%, i, -40%
COc1ccccc1CNC(=O)C1CC(c2c(Cl)cccc2Cl)=NO1 (stereo not drawn)
  -9%, ?, 6, -3.2, 6%, -23%, -4%, i, -14%
CN(C)CCNc1oc(-c2ccccc2F)nc1C#N
  -21%, 4%, 4, -0.3, 1%, 9%, -4%, -1%, ?
CS(=O)(=O)N(CC(=O)Nc1c(F)cccc1F)c1ccc(C23CC4CC(CC(C4)C2)C3)cc1
  0%, -3%, /, -3.8, 4%, -8%, 3%, 14%[57.5 µM], -9%
Cc1cc(=O)n2[nH]c(SCc3c(F)cccc3Cl)nc2n1
  7%, 6%, 0, -0.1, 1%, 6%, -1%, i, -9%
O=C(C[C@H]1C/C=C\CC[C@@H](Cc2ccc(F)cc2)C(=O)O[C@@H](c2ccccc2)CNC1=O)N[C@H](CO)Cc1ccccc1
  -4%, 0%, 8, -0.6, -18%, 12%, 7%, i, -6%
COc1cccc(/C=C2\SC(=S)N(CCCC(=O)Nc3cccc(C(=O)O)c3)C2=O)c1
  -13%, ?, -14, -1.6, -16%, -10%, 2%, -6%, -2%
CCOC(=O)C1=CCN(S(=O)(=O)c2ccc(Cl)cc2)C1c1ccccc1 (stereo not drawn)
  -5%, ?, 6, 0.0, 6%, -2%, -2%, -19%, -14%
CCN(CC)C(=O)C1=C(C)N(CCCN2CCCC2=O)C(=O)C(CC(=O)NCc2ccco2)C1 (stereo not drawn)
  -3%, 23%, -1, -1.1, -11%, 9%, -2%, -5%, -4%
Cc1cc(C)cc(NC(=O)N2CCCN(c3ncccc3[N+](=O)[O-])CC2)c1
  2%, 12%, 0, 0.7, -5%, ?, ?, -1%, 1%
CCN(CC)S(=O)(=O)c1ccc(C(=O)NCc2ccc3c(c2)OCO3)cc1
  -3%, 2%, -3, -3.1, 4%, -3%, 12%, i, 21µM*
Cc1ccc(N2C(=O)C(c3c(C)[nH]n(-c4ccccc4)c3=O)(C(F)(F)F)C3=C2CC(C)(C)CC3=O)cc1 (stereo not drawn)
  -20%, 6%, 2, 0.0, 0%, -5%, -14%, -13%[57.5 µM], -15%
COc1ccc(-n2c(C)nnc2SCC(=O)N2CCOCC2)cc1
  -15%, 16%, 2, 0.7, -1%, -2%, -1%, i, -12%
CCOC(=O)c1[nH]c2ccc(OC)cc2c1NC(=S)N1CCN(c2ccccc2)CC1
  -12%, -16%, -1, -1.9, -18%, -24%, 0%, -45%[inhibitor], -3%
CCc1nc(SCc2cccnc2)[nH]c(=O)c1C
  0%, 56%[activator], -7, 1.9, 7%, -4%, 1%, -4%, ?

Not all compounds are listed; count on the stated rates, not on these rows.
